TDP1 inh = qHTS Assay for Inhibitors of Tyrosyl-DNA Phosphodiesterase (TDP1) | actives 0.28% (n = 350,000) | recombinant TDP1, AlphaScreen DNA substrate cleavage | Tyrosyl-DNA phosphodiesterase 1 (Homo sapiens), Q9NUW8 | Potency, µM (series often up to 130 µM), for the others: at the top dose activity change, negative = inhibition, most hits filed as inhibitors; note: nearly all actives have a fitted effect of over 40% in size
Target sequence (Q9NUW8 whole entry, looked up): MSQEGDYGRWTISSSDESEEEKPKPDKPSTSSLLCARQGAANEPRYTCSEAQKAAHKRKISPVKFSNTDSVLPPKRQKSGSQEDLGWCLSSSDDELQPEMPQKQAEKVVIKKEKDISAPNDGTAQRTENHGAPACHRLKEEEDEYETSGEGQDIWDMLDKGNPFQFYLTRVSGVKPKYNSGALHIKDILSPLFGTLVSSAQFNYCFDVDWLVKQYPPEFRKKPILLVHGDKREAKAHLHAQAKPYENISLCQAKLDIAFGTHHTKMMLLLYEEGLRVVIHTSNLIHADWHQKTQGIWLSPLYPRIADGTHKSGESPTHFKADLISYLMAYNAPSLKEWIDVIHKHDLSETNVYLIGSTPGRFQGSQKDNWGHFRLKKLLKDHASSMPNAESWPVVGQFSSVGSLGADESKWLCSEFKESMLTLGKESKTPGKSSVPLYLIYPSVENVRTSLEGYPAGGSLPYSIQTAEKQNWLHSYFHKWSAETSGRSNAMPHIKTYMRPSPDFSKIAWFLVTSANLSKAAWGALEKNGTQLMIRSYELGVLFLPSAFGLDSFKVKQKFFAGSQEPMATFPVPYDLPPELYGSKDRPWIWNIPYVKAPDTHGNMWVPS
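Recombinant human Tdp1 (E. coli-expressed, 1 nM final) preincubated with compounds 15 min at room temperature, then 5'-biotin/3'-phosphotyrosine-FITC DNA substrate (15 nM final) added for 5 min. AlphaScreen beads (10 ug/ml final) added 10 min; cleavage lowers signal.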
TDP1 cell CPT = qHTS for Inhibitors of human tyrosyl-DNA phosphodiesterase 1 (TDP1): qHTS in cells in presence of CPT | chicken DT40 Tdp1-/-;hTDP1 cells + 20 nM CPT, ATP luminescence, 48 h | actives 12% (n = 420,000) | Potency, µM (titrated, usually from 46.2 µM), without a hit: at the top dose activity change, negative = growth inhibition, actives largely listed as inhibitors; note: nearly all actives have a fitted effect of over 55% in size
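Chicken DT40 Tdp1-/- cells complemented with human TDP1, 400 cells/well, exposed to compounds plus 20 nM camptothecin for at least 48 h at 37 C; viability read as ATP content by CellTiter-Glo luminescence.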
TDP1 cell noCPT = qHTS for Inhibitors of human tyrosyl-DNA phosphodiesterase 1 (TDP1): qHTS in cells in absence of CPT; DT40 Tdp1-/- hTDP1 cells, no CPT, ATP luminescence, 48 h; actives 15% (n = 420,000); AID 686978, 2013; Potency, µM (highest dose often 46.2 µM), for inactives: top-dose activity change, negative = growth inhibition, hits mostly inhibitors; note: nearly all actives have a fitted effect of over 55% in size
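Stably hTDP1-transfected Tdp1-null chicken DT40 cells were treated with library compounds minus camptothecin and grown for at least 48 hr at 37 °C, after which cellular ATP was quantified by luminescence.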
* hit, by the source's call; u = inconclusive; x = no result given; [ ] = remark or other dose. Calls come from the whole dose curve; as a rule, active = well fitted curve in the direction sought with a large enough effect; inconclusive = small, poorly fitted or top-dose-only effect, or another doubt; inactive = no such curve, though single readings can be large; an effect the other way counts as inactive or inconclusive. % is set by controls: 0 for no effect and ±100 for the full control effect; potency is the fitted concentration of half-maximal effect.

SMILES | TDP1 inh | TDP1 cell CPT | TDP1 cell noCPT
COc1ccc(-c2c(N)cnc(C(=O)O)c2C)c(OCc2ccccc2)c1OC | x | u | u
COC(=O)Cn1c(N2CCCC2)nc2c1c(=O)n(C)c(=O)n2C | x | 1% | 18%
CCOC(=O)C1=CCN(S(=O)(=O)c2ccccc2Cl)C1c1cccc(Br)c1 (centres undefined) | x | u | u
Cc1ccc2c(c1)/C(=C/c1ccccc1F)C(=O)N2 | x | u | u
CC1(C(=O)NS(=O)(=O)c2cccc(Cl)c2)CCN1C(=O)CCc1ccc(Cl)cc1Cl (centres undefined) | x | -21% | -6%
CC(=O)N(C)c1ccc(OCC(O)Cn2c(C)nc3ccccc32)cc1 (centres undefined) | 1% | 5.8µM* | 6.5µM*
O=C(NC(=S)NCc1cccnc1)c1cc2ccccc2o1 | -1% | -4% | -8%
CCn1c(SCC(=O)Nc2ccc(F)cc2)nnc1-c1cnccn1 | 0% | -24% | 15%
O=c1[nH]c(=O)n2ncnc2[nH]1 | x | -14% | -16%
C[C@H]1CN([C@@H](C)CO)C(=O)c2cc(Br)cnc2O[C@@H]1CN(C)C(=O)NC1CCCCC1 | x | -15% | -22%
Nc1ccn(C2CO[C@H](CO)O2)c(=O)n1 (some centres undefined) | x | u | u
Cc1cc(F)ccc1S(=O)(=O)Nc1ccccc1C(=O)Nc1ccccc1N1CCOCC1 | 2% | u | u
COc1ccc(NC(=O)C2CCN(C(=O)c3cccs3)CC2)cc1 | 0% | -14% | -21%
O=C(/C=C/c1ccccc1Cl)c1cccnc1 | 5% | 7.3µM* | 16µM*
COc1ccc2[nH]c(C)c(CCN3C(=O)C4C5C=CC(C5)C4C3=O)c2c1 (centres undefined) | 1% | 7% | -14%
COC(=O)c1sc(-c2ccc(C(C)(C)C)cc2)cc1NC(=O)CCC(=O)O | 3% | 16µM* | u
COc1ccc(Cc2nc3ccc(C(=O)NC4CCOC4)cc3o2)cc1 (centres undefined) | 1% | -4% | 14%
O=[N+]([O-])c1ccccc1CNCCO | 0% | -25% | -19%
COc1cccc(-c2cc3nc(NCc4ccccc4OC)n(C)c(=O)c3s2)c1 | x | 13µM* | 21µM*
COc1ccc(C(c2nnnn2Cc2cccs2)N2CCC(C(N)=O)CC2)c(OC)c1 (centres undefined) | 6% | 2% | -24%
C/C(=N\NC(=O)c1cc(-c2cccc(OC(C)C)c2)nc2ccccc12)c1cccnc1 | 5%[56.1 µM] | 10µM* | u
CCN(CC)C(=O)C(=O)Nc1ccc(OC)c(Cl)c1 | 4% | 10% | 6%
CCCCn1c(N)c(Sc2ccc(C)cc2)c(=O)[nH]c1=O | 5% | -2% | -25%
CC(=O)Nc1ccc(NC(=O)c2cccc3c2-c2ccccc2C3=O)cc1 | -3% | 21µM* | 18µM*
CCOc1ccc(C=NNc2ccc(S(=O)(=O)Nc3ccccc3C(=O)O)cc2[N+](=O)[O-])cc1OC | x | 14% | -2%
More compounds
SMILES | TDP1 inh | TDP1 cell CPT | TDP1 cell noCPT
Cc1cccc(N(Cc2ccccc2)C(=O)c2cccc(S(=O)(=O)N3CC(C)OC(C)C3)c2)c1 (centres undefined) | 7% | 12µM* | 10µM*
O=C(CCN1C(=O)c2ccccc2C1=O)NCc1ccc(Cl)cc1 | x | 9% | 4%
CCOC(=O)CNc1nc(Cl)c(C#N)s1 | 1% | -2% | 14%
O=S(=O)(NC1=NCCCCC1)c1cccs1 | 2% | 1% | 0%
CCOc1ccccc1NC(=O)NC1(C(=O)N2CCN3CCCC3C2)CCCCC1 (centres undefined) | 1% | -28% | -24%
CCOc1ccccc1NC(=O)Nc1cc(S(=O)(=O)N(C)C)ccc1C | -1% | -23% | -23%
C/C(=N\NC(=O)c1cccc(S(=O)(=O)N2CCCC2)c1)c1ccc(C)cc1 | -4%[0.505 µM] | u | u
COc1ccc(C(=O)Nc2ccccc2C(=O)N/N=C/c2ccncc2)cc1OC | 5% | 16µM* | 16µM*
O=C(NCCCCNC(=O)c1ccccn1)c1ccccn1 | 0% | -7% | -13%
CC(=O)c1ccccc1NS(=O)(=O)c1cccc2nsnc12 | x | 10% | 2%
CCOc1ccc(N(C(C)C(=O)N2CCCC2)S(C)(=O)=O)cc1 (centres undefined) | x | u | 15µM*
CC(=O)Nc1ccc(NC(=O)c2ccc(-c3ccnn3C)c3ccoc23)cc1 | x | u | u
O=C(NCc1cccnc1)C1CCCN(S(=O)(=O)c2cccc3nsnc23)C1 (centres undefined) | 5% | -12% | -21%
c1ccc(-c2cc(N3CCOCC3)nc(-c3ccccc3)n2)cc1 | -3% | -14% | u
Cc1ccc(OC(=O)c2c(C)nn(-c3ccccc3)c2C)cc1 | -3% | 5% | u
CCCCC(=O)NC(=S)Nc1ccccc1N1CCCCC1 | -3% | -13% | u
O=C(C(=O)N1CCN(C(=O)c2ccco2)CC1)c1cc2ccccc2o1 | x | -23% | -3%
COc1ccc2[nH]c(C(=O)N/N=C/c3ccc(OC)c(O)c3)cc2c1 | x | 1.2µM* | 1.3µM*
COc1ccc(-c2cn[nH]c2-c2ccc(OCc3ccccc3)cc2O)cc1OC | x | 16µM* | 18µM*
COc1ccc(OC)c(C(=O)COC(=O)C(CCSC)NC(=O)COc2ccccc2)c1 (centres undefined) | x | -24% | -15%
CC(=O)c1cc(CN2CCC(C(=O)Nc3ccc(-n4nc(C)cc4C)cc3)CC2)cs1 | x | u | u
COCCn1c(-c2ccccc2)nc(=S)c2c1CC(C)(C)OC2 | -2% | -2% | 5%
COc1ccc(N(CC(=O)NC2CCCC2)C(=O)Cn2nnc(-c3ccc(C)cc3)n2)cc1OC | 2% | -12% | -9%
CC(=O)O[C@@H]1C[C@H](c2ccccc2)OC(=O)CCCCC1=O | x | -16% | -22%
CCN1CCN(C(=O)/C=C/c2cccc(Cl)c2)CC1 | 2% | -8% | 4%

Compound profiles, as listed above. Screens in order: TDP1 inh	TDP1 cell CPT	TDP1 cell noCPT
CCOC(=O)CNc1nc(Cl)c(C#N)s1 reads 1%	-2%	14%
COc1ccc(OC)c(C(=O)COC(=O)C(CCSC)NC(=O)COc2ccccc2)c1 (centres undefined) reads x	-24%	-15%
CCOc1ccccc1NC(=O)NC1(C(=O)N2CCN3CCCC3C2)CCCCC1 (centres undefined) reads 1%	-28%	-24%
O=S(=O)(NC1=NCCCCC1)c1cccs1 reads 2%	1%	0%
CCOc1ccccc1NC(=O)Nc1cc(S(=O)(=O)N(C)C)ccc1C reads -1%	-23%	-23%

Ordered by SMILES length (low to high): five of the compounds above.
SMILES | TDP1 inh | TDP1 cell CPT | TDP1 cell noCPT
CCCCC(=O)NC(=S)Nc1ccccc1N1CCCCC1 | -3% | -13% | u
O=C(CCN1C(=O)c2ccccc2C1=O)NCc1ccc(Cl)cc1 | x | 9% | 4%
CCOc1ccccc1NC(=O)NC1(C(=O)N2CCN3CCCC3C2)CCCCC1 (centres undefined) | 1% | -28% | -24%
COc1ccc(C(=O)Nc2ccccc2C(=O)N/N=C/c2ccncc2)cc1OC | 5% | 16µM* | 16µM*
COc1ccc(OC)c(C(=O)COC(=O)C(CCSC)NC(=O)COc2ccccc2)c1 (centres undefined) | x | -24% | -15%

Returning to the listing, repeating the three entries before the break.
SMILES | TDP1 inh | TDP1 cell CPT | TDP1 cell noCPT
COc1ccc(N(CC(=O)NC2CCCC2)C(=O)Cn2nnc(-c3ccc(C)cc3)n2)cc1OC | 2% | -12% | -9%
CC(=O)O[C@@H]1C[C@H](c2ccccc2)OC(=O)CCCCC1=O | x | -16% | -22%
CCN1CCN(C(=O)/C=C/c2cccc(Cl)c2)CC1 | 2% | -8% | 4%
CNc1ccccc1C(=O)OCC(=O)Nc1ccc2c(c1)OCO2 | -2% | -10% | -4%
O=c1c(Cc2ccc(F)cc2)c(O)ccn1CCCn1ccnc1 | 3% | -2% | 10%
Cc1c(Cl)cccc1N1CC(c2nc3ccccc3n2Cc2ccccc2F)CC1=O (centres undefined) | 5% | u | u
Cc1nc2ccc(NC(=O)c3cnc(Cl)c(Cl)c3)cc2s1 | 3% | u | u
CC1(c2ccc(Cl)cc2)NC(=O)N(CC(=O)Nc2cccnc2Cl)C1=O (centres undefined) | -8%[0.505 µM] | u | -10%
COc1cc(NC(=O)c2cccs2)c(C(=O)OCC(=O)NC(C)c2ccccc2)cc1OC (centres undefined) | 2% | u | u
O=C1c2ccccc2C(=O)N1CC#CCN1CCN(C2CCCCC2)CC1 | -5% | 10% | -5%
Cc1ccc(-c2csc(NC(=O)C[n+]3cc(-c4ccc(C)cc4)n4c3CCC4)n2)cc1 | 3% | 5.8µM* | 9.2µM*
O=C(COc1ccccc1)Nc1cc(Cl)ccc1Cl | x | u | -25%
O=C(COC(=O)Cc1cccc(C(F)(F)F)c1)Nc1cccc2ccccc12 | 3% | 32%[activator] | -3%
CCOc1cc(C=O)ccc1OCc1cc(=O)n2cc(C)ccc2n1 | -5% | -26% | u
Cc1ccc(NC(=O)CN(C)C(=O)c2cccc(S(=O)(=O)N3CCc4ccccc43)c2)cc1 | 0% | 21µM* | 16µM*
CCCCNc1ccc(C(CC(N)=O)NC(=O)c2cc(C)cc(C)c2)cc1[N+](=O)[O-] (centres undefined) | x | 1% | -9%
Cc1ccccc1C(=O)Nc1nnc(-c2ccncc2)o1 | 5% | -28% | u
O=C(NN=C1CCCCCC1)c1cc(-c2ccccc2)nc2ccccc12 | 6% | 16µM* | 15µM*
CCCC1CCc2c(sc(N)c2C(N)=O)C1 (centres undefined) | 4% | 16µM* | 21µM*
O=C(c1c(Cl)nc2sccn12)N1CCCc2ccccc21 | 5% | u | u
O=C(Nc1nc2ccc3ccccc3c2s1)c1ccc(N2CCCCC2)c([N+](=O)[O-])c1 | 4% | u | u
C=C(C)C(=O)Oc1ccc(N2C(=O)[C@@H]3C4C=CC(C4)[C@@H]3C2=O)cc1 | x | u | u
COc1cc(C2C(C(=O)OCC(C)C)=C(C)N=C3SCCC(=O)N32)ccc1OCc1ccccc1 (centres undefined) | 0% | u | u
COC(=O)Oc1ccccc1C(=O)O | 7% | 6% | 2%
COc1ccc(-c2cc3ccc(OCC(N)=O)cc3oc2=O)cc1OC | 0% | 10% | u
COc1ccc(NC(=O)C2=C(C)Nc3ncnn3C2c2ccc(O)cc2)cc1 (centres undefined) | 3% | 3% | 9%
COc1ccc(C2CC(c3ccc(OC)cc3)n3nc(NS(C)(=O)=O)nc3N2)cc1 (centres undefined) | 3% | 1% | 26%
CCCCCn1c(=O)[nH]c2cc(C(=O)Nc3ccc(OC)c(OC)c3)ccc2c1=O | 6% | 4% | -14%
Next section:
SMILES | TDP1 inh | TDP1 cell CPT | TDP1 cell noCPT
Cc1cc(C)nc(SCNC(=O)c2ccc(F)cc2)n1 | 1% | -16% | -19%
CCCC(=O)Nc1cc(-c2nn(C)c(=O)c3ccccc23)ccc1OC | 0% | u | u
Cn1cc(CN2CCCC(C(=O)Nc3ccc(-c4cccc(F)c4)cc3)C2)cn1 (centres undefined) | 2% | 21µM* | 12µM*
O=C(CCS(=O)(=O)c1ccc(F)cc1)Nc1nnc(-c2ccc(F)cc2)o1 | -5% | 13µM* | 16µM*
O=C(CCl)N(c1ccccc1)C1CCCCC1 | -3% | 2.6µM* | 2.9µM*
COc1cc2nc(CN3CCC(C(O)(c4ccccc4)c4ccccc4)CC3)[nH]c(=O)c2cc1OC | -2% | u | 18µM*
CCn1c(=O)cc(OCC(=O)NCc2ccc(F)cc2Cl)c2ccccc21 | 6% | u | 23µM*
COc1ccc(C(CCNCc2ccc(F)cc2)c2ccc(F)cc2)cc1 (centres undefined) | 3% | u | u
Cn1c(SCC(=O)Nc2ccc(N3CCOCC3)cc2)nnc1-c1ccco1 | x | 1% | -2%
COC(=O)c1sc(NC(=O)/C=C/c2ccc(C)cc2)nc1C | 1% | 3% | -16%
c1ccc(C2NCCc3ccccc32)cc1 (centres undefined) | 6% | u | 26µM*
O=C(c1ccc(Br)cc1)N(Cc1nc2ccccc2c(=O)[nH]1)C1CCCC1 | 4% | u | 18µM*
CCN(CC)C(=O)Cn1c(=O)n(-c2ccccc2)c(=O)c2sccc21 | 0% | -3% | -7%
NC(=O)c1cccc(-c2csc(C(O)c3ccccc3)n2)c1 (centres undefined) | x | u | -2%
O=C(O)CCCCn1c(SCc2ccccc2Cl)nc2ccsc2c1=O | 6% | u | u
CCn1c(C(=O)NCc2ccc(OC)cc2)cc2sc(Cl)cc21 | -2% | u | u
CCOC(=O)c1ccccc1-c1csc(NS(=O)(=O)c2ccc(Cl)cc2)n1 | 5% | u | -25%
Cc1cc(C(=O)OCC(=O)N(CC(C)C)c2c(N)n(Cc3ccccc3)c(=O)[nH]c2=O)c2ccccc2n1 | x | 7% | -15%
